GPR35 antagonists: inhibition of zaprinast-stimulated GPR35 beta-arrestin translocation – imaging, U2OS, beta-arrestin-GFP, zaprinast agonist, primary screen (AID 2058) | 0.052% of 290,000 active | U2OS GPR35 beta-arrestin-GFP translocation imaging, zaprinast antagonism; higher % means a stronger effect | one-dose inhibition, % at 10 µM; IC50 in µM for titrated hits;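 active = inhibition of at least 50% with at least 30 cells and total cytoplasm GFP at most 10,000,000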
SIAH1 antagonists: blockers of Siah-1 interaction with plectin peptide – biochemical, fluorescence polarization, rhodamine-plectin, uHTS, primary screen (AID 1817); 0.02% of 290,000 active; displacement, % at 20 µM, or IC50 in µM where a hit was titrated; Siah-1 / rhodamine-plectin peptide fluorescence polarization; higher % means a stronger effect;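 active = displacement of at least 50% at 20 µM, with a fluorescence ratio check between 0.3 and a set limit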;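 also: plate controls were Siah plus tracer with DMSO for no effect and tracer alone without Siah for full effect; strong numbers were not always called active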
Dengue-2 NS5 capping: flavivirus cap methylation enzyme inhibition – biochemical, confirmation dose response, primary screen (AID 588689); Dengue-2 NS5 methyltransferase capping enzyme assay, biochemical; higher % means a stronger effect; one-dose inhibition, % at 25 µM; IC50 in µM for titrated hits; 0.3% of 340,000 active; in the data active = a potency from the dose series
HIV peptide binding: cell-free HIV fusion peptide-binding blockers – biochemical, uHTS, fluorescence dequenching, primary screen (AID 1986); cell-free peptide binding, fluorescence dequenching, 30 min; higher % means a stronger effect; one-dose inhibition, % at 20 µM; IC50 in µM for titrated hits; 0.3% of 290,000 active; in the data active = inhibition mostly above about 52%, no sharp cut-off; inactive = mostly below about 76%; also: some results filed as inactive read as strong as hits
NTR1 agonist: agonists of NTR1, primary screen, imaging, U2OS cells, beta-arrestin-GFP, high content (AID 493036); P30989; NTR1-U2OS beta-arrestin-GFP spot imaging, agonist mode; activation, % at 20 µM; 0.17% of 330,000 active;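 active = activation at or above 40% of the spot to cytoplasm intensity ratio, with at least 20 cells analyzed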;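 also: 0% = DMSO without peptide and 100% = 100 nM NTR1 peptide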
Target sequence (P30989 whole entry, looked up): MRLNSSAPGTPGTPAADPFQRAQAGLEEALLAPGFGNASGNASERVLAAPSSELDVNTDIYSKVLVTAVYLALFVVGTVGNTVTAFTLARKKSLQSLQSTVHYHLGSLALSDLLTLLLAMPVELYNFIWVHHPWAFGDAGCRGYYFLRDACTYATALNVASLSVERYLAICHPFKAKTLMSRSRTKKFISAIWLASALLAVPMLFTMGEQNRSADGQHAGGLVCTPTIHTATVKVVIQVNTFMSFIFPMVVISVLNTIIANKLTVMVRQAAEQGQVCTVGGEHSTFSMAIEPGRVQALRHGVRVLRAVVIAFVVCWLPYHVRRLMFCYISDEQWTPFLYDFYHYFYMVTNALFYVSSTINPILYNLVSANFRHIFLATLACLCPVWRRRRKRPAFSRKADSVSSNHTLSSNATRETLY
GPR55 beta-arrestin: selective activators of receptor GPR55 – imaging, U2OS cells, beta-arrestin-GFP redistribution, primary screen (AID 1961); U2OS GPR55 beta-arrestin-GFP redistribution imaging; higher % means a stronger effect; one-dose activation, % at 10 µM; EC50 in µM for titrated hits; 0.048% of 290,000 active;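 active = activation above 40% with more than 50 cells counted in the well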;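 also: U2OS osteosarcoma cells stably expressing GPR55 and beta-arrestin-GFP; plate controls were DMSO negative control for no effect and LPI positive control for full effect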
K1F lysis inhibition: protection from phage-mediated lysis, alamar blue read-out – E. coli UTI89, K1F phage, bacterial capsule biogenesis inhibitors (AID 488966) | inhibition, % at 100 µM; hits with a dose series show IC50 in µM | 0.02% of 340,000 active | E. coli UTI89 K1F phage lysis, alamar blue, 2 h; higher % means a stronger effect;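 active = phage lysis inhibition, versus mean bacterial control, above a set limit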;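 also: capsule biogenesis inhibitors block K1F phage lysis so surviving cells raise fluorescence; higher fluorescence means more inhibition of phage lysis; actives were called in the ten point dose series up to 300 µM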
AID2073: inhibitors of Mint1-CaV2.2 protein interaction, biochemical, HTRF (AID 2073); HTRF protein-protein interaction, Mint1-CaV2.2; higher % means a stronger effect; inhibition, % at 20 µM, or IC50 in µM where a hit was titrated; 0.19% of 290,000 active; in the data active = inhibition mostly above about 51%, no sharp cut-off; also: some results filed as inactive read as strong as hits
GPR55 LPI antagonism: GPR55 antagonists blocking LPI-driven arrestin recruitment, primary screen, imaging, U2OS, beta-arrestin-GFP, LPI agonist (AID 2013); U2OS GPR55 beta-arrestin-GFP translocation imaging, LPI antagonism; higher % means a stronger effect; inhibition, % at 10 µM, or IC50 in µM where a hit was titrated; 0.13% of 290,000 active;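 active = spots per cell inhibited over 60%, with over 100 cells counted and total cytoplasm intensity under 500,000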;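 also: U2OS cells stably carrying GPR55 and arrestin-GFP stimulated by 5 µM LPI near EC80; imaged beta-arrestin-GFP aggregate spots per cell after agonist stimulation; plate controls were LPI-stimulated DMSO wells for no effect and DMSO wells without LPI for full effect; some results filed as inactive read as strong as hits; confirmed hits need IC50 under 10 µM and bright autofluorescent wells are also inconclusive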
NTR1 agonist cell count 20 µM: second read-out of NTR1 agonist, no call of its own (marks repeat the call); cell count; measured here: cell count, cytotoxicity flag
* marks the source's active call; other numbers are inactive results; [ ] = remark or other dose.

Results for CCOc1ccc2nc(C(C)O)[nH]c2c1 (configuration not stated) ?
GPR35 antagonists: -5%; SIAH1 antagonists: -1%; Dengue-2 NS5 capping: -3%; HIV peptide binding: 0.2%; NTR1 agonist: 2.3; GPR55 beta-arrestin: -0.1%; K1F lysis inhibition: -0.2%; AID2073: -3%; GPR55 LPI antagonism: 12%; NTR1 agonist cell count 20 µM: 42

How did COC(=O)c1ccc2nc(NC(=O)CCS(=O)(=O)c3ccccc3)sc2c1 do in these assays?
GPR35 antagonists: -21%; SIAH1 antagonists: 1%; Dengue-2 NS5 capping: -4%; HIV peptide binding: -0.2%; NTR1 agonist: 2.3; GPR55 beta-arrestin: 1.4%; K1F lysis inhibition: 0.1%; AID2073: 5%; GPR55 LPI antagonism: 4%; NTR1 agonist cell count 20 µM: 53

Results for COc1cccc(Cn2cc(-c3cccc(C(F)(F)F)c3)nn2)c1 ?
GPR35 antagonists: 19%; SIAH1 antagonists: 1%; Dengue-2 NS5 capping: -6%; HIV peptide binding: 2.7%; NTR1 agonist: -3.4; GPR55 beta-arrestin: 9.1µM*; K1F lysis inhibition: 0.6%; AID2073: 10%; GPR55 LPI antagonism: -10%; NTR1 agonist cell count 20 µM: 101

What do the screens show for `Cc1cccc(OCC(=O)Nc2ccc3c(c2)nc(CCN2CCCCC2)n3C)c1`?
GPR35 antagonists: 2%; SIAH1 antagonists: 1%; Dengue-2 NS5 capping: 1%; HIV peptide binding: -0.6%; NTR1 agonist: 0.2; GPR55 beta-arrestin: -0.1%; K1F lysis inhibition: 0.1%; AID2073: 3%; GPR55 LPI antagonism: 5%; NTR1 agonist cell count 20 µM: 86

Results for COc1ccc(C(=O)Nc2ccc3nc(C)sc3c2)cc1OC ?
GPR35 antagonists: -16%; SIAH1 antagonists: -3%; Dengue-2 NS5 capping: 0%; HIV peptide binding: -0.8%; NTR1 agonist: -1.0; GPR55 beta-arrestin: 0.5%; K1F lysis inhibition: 0.0%; AID2073: -6%; GPR55 LPI antagonism: -8%; NTR1 agonist cell count 20 µM: 47

How did COc1ccc(C2C3=C(CC(C)(C)CC3=O)Nc3c2c(=O)[nH]c2nc(C)nn32)cc1 (configuration not stated) do in these assays?
GPR35 antagonists: 1%; SIAH1 antagonists: 2%; Dengue-2 NS5 capping: -6%; HIV peptide binding: -2.9%; NTR1 agonist: -1.2; GPR55 beta-arrestin: -0.3%; K1F lysis inhibition: -0.1%; AID2073: 4%; GPR55 LPI antagonism: 6%; NTR1 agonist cell count 20 µM: 83

Results for CCOc1c2ccc(C(=O)NCc3ccc(OC)cc3)cc2nn1CCOC ?
GPR35 antagonists: 22%; SIAH1 antagonists: 2%; Dengue-2 NS5 capping: -6%; HIV peptide binding: 0.2%; NTR1 agonist: -0.9; GPR55 beta-arrestin: 0.0%; K1F lysis inhibition: -0.2%; AID2073: 11%; GPR55 LPI antagonism: -3%; NTR1 agonist cell count 20 µM: 92

What do the screens show for `COc1cc(NC(=O)c2cc(C)nc3ccccc23)cc(OC)c1OC`?
GPR35 antagonists: -8%; SIAH1 antagonists: 22%; Dengue-2 NS5 capping: 0%; HIV peptide binding: 0.3%; NTR1 agonist: -0.3; GPR55 beta-arrestin: 0.3%; K1F lysis inhibition: -0.1%; AID2073: 14%; GPR55 LPI antagonism: 6%; NTR1 agonist cell count 20 µM: 33

How did COc1ccc(C2C(C(=O)N3CCOCC3)CCC(=O)N2c2cc(OC)c(OC)c(OC)c2)cc1 (configuration not stated) do in these assays?
GPR35 antagonists: -6%; SIAH1 antagonists: -3%; Dengue-2 NS5 capping: -3%; HIV peptide binding: 1.0%; NTR1 agonist: 0.1; GPR55 beta-arrestin: 0.0%; K1F lysis inhibition: 0.2%; AID2073: 14%; GPR55 LPI antagonism: -12%; NTR1 agonist cell count 20 µM: 85

Results for COc1ccc(CCNC(=O)c2cnc3n(c2=O)CCS3)cc1OC ?
GPR35 antagonists: -6%; SIAH1 antagonists: -3%; Dengue-2 NS5 capping: 0%; HIV peptide binding: 0.8%; NTR1 agonist: 2.3; GPR55 beta-arrestin: 0.2%; K1F lysis inhibition: -0.9%; AID2073: 11%; GPR55 LPI antagonism: -16%; NTR1 agonist cell count 20 µM: 75

What do the screens show for `COc1ccc(C(=O)N2CCN=C2SCc2cccnc2)cc1OC`?
GPR35 antagonists: 15%; SIAH1 antagonists: 0%; Dengue-2 NS5 capping: 1%; HIV peptide binding: 1.1%; NTR1 agonist: 3.8; GPR55 beta-arrestin: 0.3%; K1F lysis inhibition: -0.4%; AID2073: -3%; GPR55 LPI antagonism: 0%; NTR1 agonist cell count 20 µM: 73

How did CCOC(=O)CCC(NC(=O)CCCCC(=O)NC(CCC(=O)OCC)C(=O)OCC)C(=O)OCC (configuration not stated) do in these assays?
GPR35 antagonists: 4%; SIAH1 antagonists: 8%; Dengue-2 NS5 capping: 3%; HIV peptide binding: 0.9%; NTR1 agonist: 1.3; GPR55 beta-arrestin: -0.2%; K1F lysis inhibition: 0.1%; AID2073: -8%; GPR55 LPI antagonism: 0%; NTR1 agonist cell count 20 µM: 54

How did CCN1CCCC1CNC(=O)c1cc2c(OC)cccc2[nH]1 (configuration not stated) do in these assays?
GPR35 antagonists: -6%; SIAH1 antagonists: -2%; Dengue-2 NS5 capping: -4%; HIV peptide binding: 1.9%; NTR1 agonist: 3.8; GPR55 beta-arrestin: -0.1%; K1F lysis inhibition: -0.1%; AID2073: 23%; GPR55 LPI antagonism: -10%; NTR1 agonist cell count 20 µM: 84

How did Cn1cc(/C=C2/SC(=O)N(CC(=O)Nc3ccc4c(c3)OCO4)C2=O)c2ccccc21 do in these assays?
GPR35 antagonists: 0%; SIAH1 antagonists: 3%; Dengue-2 NS5 capping: 0%; HIV peptide binding: 0.7%; NTR1 agonist: 4.6; GPR55 beta-arrestin: -0.1%; K1F lysis inhibition: 0.2%; AID2073: 30%; GPR55 LPI antagonism: 15%; NTR1 agonist cell count 20 µM: 50

Results for COc1ccccc1OCc1nn[nH]n1 ?
GPR35 antagonists: 0%; SIAH1 antagonists: 12%; Dengue-2 NS5 capping: -3%; HIV peptide binding: -0.5%; NTR1 agonist: -0.6; GPR55 beta-arrestin: 0.4%; K1F lysis inhibition: 0.5%; AID2073: 12%; GPR55 LPI antagonism: 7%; NTR1 agonist cell count 20 µM: 54

Results for O=Cc1c(N2CCN(c3ccccc3)CC2)nc2ccccn2c1=O ?
GPR35 antagonists: -11%; SIAH1 antagonists: 0%; Dengue-2 NS5 capping: 4%; HIV peptide binding: 3.9%; NTR1 agonist: 2.1; GPR55 beta-arrestin: 0.2%; K1F lysis inhibition: 0.1%; AID2073: 5%; GPR55 LPI antagonism: 9%; NTR1 agonist cell count 20 µM: 78

What do the screens show for `Cc1cc(S(=O)(=O)Nc2c(C)ccc3nsnc23)ccc1F`?
GPR35 antagonists: -12%; SIAH1 antagonists: 5%; Dengue-2 NS5 capping: 2%; HIV peptide binding: 2.3%; NTR1 agonist: -2.5; GPR55 beta-arrestin: -0.2%; K1F lysis inhibition: 7.3%; AID2073: 9%; GPR55 LPI antagonism: 7%; NTR1 agonist cell count 20 µM: 43

How did CC(=O)N1CCC(C(=O)N2CCN(S(=O)(=O)c3cccs3)CC2)CC1 do in these assays?
GPR35 antagonists: -2%; SIAH1 antagonists: 1%; Dengue-2 NS5 capping: -5%; HIV peptide binding: 0.5%; NTR1 agonist: -0.4; GPR55 beta-arrestin: 0.0%; K1F lysis inhibition: -0.1%; AID2073: 0%; GPR55 LPI antagonism: 11%; NTR1 agonist cell count 20 µM: 66

What do the screens show for `O=C(N/N=C/c1cc(Br)cc(Br)c1O)c1ccncc1`?
GPR35 antagonists: -6%; SIAH1 antagonists: -1%; HIV peptide binding: 103%*; NTR1 agonist: -1.1; GPR55 beta-arrestin: -0.1%; AID2073: 15%; GPR55 LPI antagonism: 5%; NTR1 agonist cell count 20 µM: 99

Results for CN(NC(=O)c1ccc(Cl)cc1)c1cccc(Cl)n1 ?
GPR35 antagonists: 4%; SIAH1 antagonists: -2%; Dengue-2 NS5 capping: -8%; HIV peptide binding: -1.4%; NTR1 agonist: 0.3; GPR55 beta-arrestin: -0.1%; K1F lysis inhibition: 0.1%; AID2073: 0%; GPR55 LPI antagonism: 1%; NTR1 agonist cell count 20 µM: 91

Results for C=CCOc1ccccc1CN(CCc1ccccc1)C(=O)c1cccc(S(C)(=O)=O)c1 ?
GPR35 antagonists: 3%; SIAH1 antagonists: -5%; Dengue-2 NS5 capping: -3%; HIV peptide binding: -0.4%; NTR1 agonist: 0.4; GPR55 beta-arrestin: 0.3%; K1F lysis inhibition: -0.5%; AID2073: -3%; GPR55 LPI antagonism: 0%; NTR1 agonist cell count 20 µM: 41

Results for COc1ccc(-c2nc(CCl)cs2)cc1 ?
GPR35 antagonists: 4%; SIAH1 antagonists: 13%; Dengue-2 NS5 capping: -4%; HIV peptide binding: 2.3%; NTR1 agonist: 0.8; GPR55 beta-arrestin: 0.9%; K1F lysis inhibition: 0.0%; AID2073: 2%; GPR55 LPI antagonism: 5%; NTR1 agonist cell count 20 µM: 34

Results for Cc1noc(C)c1C(=O)N1CCC(Cc2ccccc2)CC1 ?
GPR35 antagonists: 13%; SIAH1 antagonists: -3%; Dengue-2 NS5 capping: -1%; HIV peptide binding: -3.3%; NTR1 agonist: -1.0; GPR55 beta-arrestin: -0.1%; K1F lysis inhibition: -2.3%; AID2073: -2%; GPR55 LPI antagonism: -5%; NTR1 agonist cell count 20 µM: 45

How did CC1CCN(C(=S)c2ccc(-c3ccc(Cl)cc3Cl)o2)CC1 do in these assays?
GPR35 antagonists: -4%; SIAH1 antagonists: 6%; Dengue-2 NS5 capping: 7%; HIV peptide binding: 0.2%; NTR1 agonist: 1.1; GPR55 beta-arrestin: -0.2%; K1F lysis inhibition: -0.2%[50 µM]; AID2073: -20%; GPR55 LPI antagonism: 15%; NTR1 agonist cell count 20 µM: 36

What do the screens show for `CC(=O)Nc1ccc(S(=O)(=O)Nc2nc3ccccc3nc2N2CCCC2)cc1`?
GPR35 antagonists: -1%; SIAH1 antagonists: 3%; Dengue-2 NS5 capping: 13%; HIV peptide binding: -2.2%; NTR1 agonist: -0.4; GPR55 beta-arrestin: -0.1%; K1F lysis inhibition: -0.1%; AID2073: -2%; GPR55 LPI antagonism: -6%; NTR1 agonist cell count 20 µM: 59

What do the screens show for `CC(c1ccco1)N(C(=O)c1ccc(Cl)s1)c1ccccn1` (configuration not stated)?
GPR35 antagonists: -13%; SIAH1 antagonists: -2%; HIV peptide binding: 3.3%; NTR1 agonist: 0.2; GPR55 beta-arrestin: -0.2%; AID2073: 6%; GPR55 LPI antagonism: -1%; NTR1 agonist cell count 20 µM: 52

An unsorted share of the library; overall some 1.2% were active at least once.
